Rab7 wt GTP bind: modulators of GTP binding to dog Rab7 wildtype GTPase; GST-Rab7 beads, fluorescent GTP binding, flow cytometry; actives lie on both sides; untreated = 100%, excess cold GTP = 0%; GTP binding activity (percent of control), % at 10 µM; hit rate 0.055% among 190,000; AID 758;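 active = fluorescent GTP binding to Rab7 beads changed by at least 20 points from the 100% baseline, either direction, mostly lower; inconclusive = compound itself probably fluorescent, or too few beads counted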;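 also: median green fluorescence of bound Bodipy-FL-GTP per Rab7 bead population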
RGS8-Gao reg: modulates binding of RGS8 to human Galphao; P09471; AID 1423; response (percent of control binding), % at 10 µM; hit rate 0.34% among 220,000; multiplexed bead flow cytometry; actives lie on both sides; in the data active = response below about 60% or above about 140%; inactive = in between;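 also: Galphao activated as the GDP aluminium fluoride complex binding bead-coupled RGS8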
Target sequence (P09471 whole entry, looked up): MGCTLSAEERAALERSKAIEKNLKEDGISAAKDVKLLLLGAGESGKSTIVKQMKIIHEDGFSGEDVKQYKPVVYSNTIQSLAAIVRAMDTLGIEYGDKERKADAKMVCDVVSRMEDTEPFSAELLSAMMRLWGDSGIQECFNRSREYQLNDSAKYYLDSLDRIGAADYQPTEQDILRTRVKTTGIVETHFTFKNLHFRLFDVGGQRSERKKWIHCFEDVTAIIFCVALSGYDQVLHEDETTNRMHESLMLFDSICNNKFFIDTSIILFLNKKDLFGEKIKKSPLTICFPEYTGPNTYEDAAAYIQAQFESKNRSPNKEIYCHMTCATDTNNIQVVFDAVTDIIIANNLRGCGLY
Cdc42 wt GTP: changes GTP binding to wildtype human Cdc42; P60953; GST-Cdc42 beads, Bodipy-GTP binding, flow cytometry; actives lie on both sides; percent activity (GTP binding), % at 10 µM; hit rate 0.2% among 190,000; AID 761;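 active = percent activity GTP binding at least 20 points away from the 100% baseline, either down as inhibitor or up as activator; inconclusive = compound flagged as likely green fluorescent from well-wide comparison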;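 also: median bead fluorescence of bound Bodipy-FL-GTP at 100 nM; 0% = excess unlabeled GTP control and 100% = no compound control; below 100% means less GTP binding so inhibitor and above means activator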
Target sequence (P60953 whole entry, looked up): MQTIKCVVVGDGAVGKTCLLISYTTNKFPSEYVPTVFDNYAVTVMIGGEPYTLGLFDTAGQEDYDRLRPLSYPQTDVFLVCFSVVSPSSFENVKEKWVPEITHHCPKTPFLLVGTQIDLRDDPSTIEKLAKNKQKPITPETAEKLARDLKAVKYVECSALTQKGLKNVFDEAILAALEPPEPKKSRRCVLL
Mcl-1 Bim block: inhibitors of Bim-Mcl-1 interaction, human | Q07820 | hit rate 0.1% among 190,000 | AID 1009 | inhibition, % at 10 µM | Bead-based flow cytometry, Bim peptide-Mcl-1 binding; in the data active = inhibition above about 40%;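 also: 0% = no compound tracer wells and 100% = peptide blocker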
Target sequence (Q07820 whole entry, looked up): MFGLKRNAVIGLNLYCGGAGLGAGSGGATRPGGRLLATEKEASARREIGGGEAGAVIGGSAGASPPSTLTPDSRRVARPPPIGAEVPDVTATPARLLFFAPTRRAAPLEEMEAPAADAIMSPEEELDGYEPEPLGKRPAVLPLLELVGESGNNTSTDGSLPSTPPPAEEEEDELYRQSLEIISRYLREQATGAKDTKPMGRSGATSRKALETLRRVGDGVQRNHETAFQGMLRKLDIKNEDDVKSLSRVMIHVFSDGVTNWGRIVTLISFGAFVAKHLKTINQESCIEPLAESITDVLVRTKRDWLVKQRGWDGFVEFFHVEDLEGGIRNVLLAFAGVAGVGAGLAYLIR
Pf gametocyte: kills late stage P. falciparum gametocytes. inhibition, % at 10.9 µM. hit rate 0.065% among 150,000. AID 743093. P. falciparum stage V gametocytes, ATP luminescence, 24 h;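 active = inhibition above the mean plus 3 SD of compounds within the control limits, set per campaign, cut at about 38% in these data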;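 also: 0% = DMSO wells and 100% = medium only without gametocytes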
Rac1 wt modul: modulators of human Rac1 wildtype GTP binding; GST-Rac1 beads, fluorescent GTP binding, flow cytometry; actives lie on both sides; 0 = cold GTP competed, 100 = untreated; GTP binding activity (% of control), % at 10 µM; AID 757; hit rate 0.27% among 190,000; P63000;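 active = GTP binding activity at least 20 points away from the 100% control level, either lower or higher; inconclusive = compound flagged as likely green fluorescent, judged across all proteins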
Rab2A wt mod: changes GTP binding to wildtype dog Rab2A, up or down. GTP binding activity, % at 10 µM. hit rate 0.19% among 190,000. P61105. GST-Rab2 wt beads, Bodipy-GTP binding, flow cytometry. AID 760;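 active = GTP binding activity at least 20 points away from 100%, either lowered or raised; inconclusive = signal likely due to the compound's own green fluorescence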;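 also: 0% = beads with excess unlabeled GTP and 100% = no-compound control corrected for plate trend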
Rac1 act GTP bind: human Rac1 activated mutant GTP binding change; GST-Rac1 activated beads, fluorescent GTP binding, flow cytometry; actives lie on both sides; 100% means binding = to untreated wells; P63000; hit rate 0.11% among 190,000; AID 764; percent activity (GTP binding), % at 10 µM;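 active = GTP binding at least 20 percentage points away from the 100% baseline, in either direction, so actives lie on both sides; inconclusive = Compound likely fluorescent itself, or too few beads counted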
HRas wt GTP bind: human HRas wildtype GTP binding, change in either direction | P01112 | hit rate 0.14% among 190,000 | GTP binding activity, % at 10 µM | GST-Ras wt beads, Bodipy-FL-GTP binding, flow cytometry; actives lie on both sides;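 active = GTP binding activity at least 20% away from the 100% baseline, either lowered as inhibitor or raised as activator; inconclusive = flagged as likely green fluorescent, judged across all proteins in the well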;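 also: 0% = unlabeled GTP competition control and 100% = no-compound control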
Mcl1 Bid PPI: Mcl-1/Bid interaction inhibition; Q07820; TR-FRET Mcl-1/Bid-Dy647 peptide binding, 1536-well; inhibition, % at 21.7 µM; hit rate 0.97% among 220,000; AID 1021;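 active = compounds that cut the binding signal by more than half at the single screening dose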;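 also: His-tagged Mcl-1 with europium anti-His antibody binding Bid BH3 peptide; 0% = Mcl-1 plus peptide wells and 100% = peptide-only wells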
Mcl1 Noxa PPI: disrupts binding of human Mcl-1 to Noxa peptide. Q07820. TR-FRET Mcl-1/Noxa peptide binding, 2 h. inhibition, % at 21.7 µM. hit rate 1.5% among 220,000. AID 1022;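 active = compounds that cut the protein-peptide binding signal by more than 50% relative to plate controls in a single-dose test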;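 also: His-tagged Mcl-1 with rhodamine Noxa BH3 peptide and terbium anti-His antibody; 0% = Mcl-1 plus Noxa peptide wells and 100% = peptide-only wells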
* = called active by the depositor; ? = inconclusive; · = not tested or not shown.

item	molecule	Rab7 wt GTP bind	RGS8-Gao reg	Cdc42 wt GTP	Mcl-1 Bim block	Pf gametocyte	Rac1 wt modul	Rab2A wt mod	Rac1 act GTP bind	HRas wt GTP bind	Mcl1 Bid PPI	Mcl1 Noxa PPI
1	COC(=O)c1[nH]c2ccc(F)cc2c1NS(=O)(=O)c1ccc(OC)cc1	96	103	101	-1	-7	100	100	97	100	2	6
2	CCC(=O)NCCN1CCN(C(=O)CC)CC1	103	99	99	-6	·	98	101	98	100	5	-8
3	C/C(=N\NC(N)=O)c1ccccc1	96	97	92	0	1	96	95	96	94	-17	23
4	Cc1ccc2c(c1)c1nnc(SCC(=O)Nc3ccccc3C(F)(F)F)nc1n2CC(=O)O	94	108	90	0	·	86	89	91	91	3	18
5	N#Cc1c(N2CCOCC2)nc(N2CCCCC2)c2c1CCN(C1CCCCC1)C2	101	99	104	-1	·	105	100	100	100	-27	16
6	O=C(O)CCCN1C(=O)C2C3CC(C2C1=O)C1C(c2ccccc2)c2sc(=O)[nH]c2SC31 (stereo not given)	107	100	100	0	-7	102	104	96	99	-33	20
7	Cc1cc(C)cc(NC(=O)Cn2cc3c(n2)CCCCC3)c1	97	101	100	-1	·	99	99	98	98	-10	21
8	COc1cccc(C2/C(=C(\O)c3ccc(OC)c(OC)c3)C(=O)C(=O)N2c2cc(C)on2)c1 (stereo not given)	91	102	95	0	-19	92	92	93	94	-17	·
9	CCOC(=O)N1CCC(NC(=O)CS(=O)(=O)Cc2nc(-c3ccc(C)cc3)oc2C)CC1	105	102	101	-1	·	106	102	99	103	-5	-13
10	C=CCNc1nc(NCCO)nc(N2CCCC2)n1	94	102	96	1	·	95	96	90	95	-21	-21
11	Cc1ccnc2nc(C(=O)NCc3cccs3)nn12	101	102	102	0	10	101	99	98	99	0	8
12	CSc1nsc(SCC(=O)Nc2ccc3c(c2)OCCO3)n1	99	98	98	-10	-6	97	103	98	100	-10	5
13	Cc1nc(C)n(CC(=O)N2CCCC(C(=O)c3ccc(C(F)(F)F)cc3)C2)n1 (stereo not given)	94	100	96	-1	1	100	96	97	97	-21	25
14	Cc1ccc(N=CC=C2OC(C)(C)C(C)(C)O2)c(C)c1	107	69	102	-3	-11	102	102	99	104	-35	30
15	COc1ccc(Cl)cc1N(CC(=O)NCC(C)C)S(=O)(=O)c1ccc(C)c([N+](=O)[O-])c1	?	105	?	-5	-27	?	?	?	?	-9	-3
16	O=C(CCc1ccccc1)Nc1nnc(-c2cccs2)o1	99	93	101	2	·	105	99	102	101	-8	-4
17	CC(C)c1ccccc1NC(=O)COC(=O)CNC(=O)c1ccc(Br)cc1	100	105	101	-3	-3	103	97	98	97	-58	16
18	Cc1nnc(NC(=O)CSc2nc3c(c(=O)n2C)SC(C)C3)s1 (stereo not given)	100	108	101	-3	·	101	101	97	100	-23	22
19	O=C(c1cccc(C(F)(F)F)c1)N1CCN(C2CCCCC2)CC1	102	101	102	-2	1	102	101	99	102	-20	8
20	COc1cccc(/C=C2\Sc3ccc(C(=O)NCc4cccnc4)cc3N(C)C2=O)c1	95	99	95	2	11	98	99	95	95	-17	17
21	COc1cccc(/C=N/NC(=O)c2cccc([N+](=O)[O-])c2)c1OS(=O)(=O)c1ccccc1	90	99	104	0	-18	103	103	102	104	0	4
22	c1ccc(-n2nnnc2CN2CCOCC2)cc1	102	99	100	-6	10	106	101	103	102	-16	-2
23	CCOc1ccc(N2C(=O)CC(N(O)c3ccccc3)C2=O)cc1 (stereo not given)	98	106	107	0	·	103	108	103	107	-62	23
24	O=C(CC1NCCc2ccccc21)Nc1ccccc1Cl (stereo not given)	96	99	97	0	-6	102	97	98	97	-22	6
25	CCOC(=O)C1(Cc2ccccc2)CCN(Cc2cccn2-c2cccnc2)CC1	97	101	95	-3	15	98	96	95	95	-22	-15
26	O=C(O)CCSCC(=O)c1ccc2c(c1)OCCO2	100	96	99	0	·	100	100	96	100	0	22
27	Cc1ccc(NC(=O)CSc2nnc(Cc3cccn3C)n2-c2ccc(F)cc2)c(C)c1	102	101	102	0	·	101	103	100	101	-27	-17
28	COc1cc(COCC(O)CN2CCN(Cc3ccccc3)CC2)cc(OC)c1OC (stereo not given)	99	101	98	-1	8	101	96	96	96	5	-8
29	CS(=O)(=O)N(CC(=O)NCc1ccccc1Cl)C1CCCCC1	99	100	102	-3	-1	107	97	102	99	-18	18
30	Cc1sc2ncnc(Sc3nnc4sc5ccccc5n34)c2c1C	97	111	100	-2	·	99	97	97	99	-42	-66

2 of the compounds above, screen by screen:
#29 CS(=O)(=O)N(CC(=O)NCc1ccccc1Cl)C1CCCCC1
#30 Cc1sc2ncnc(Sc3nnc4sc5ccccc5n34)c2c1C

| compound no. | 29 | 30 |
| --- | --- | --- |
| Rab7 wt GTP bind | 99 | 97 |
| RGS8-Gao reg | 100 | 111 |
| Cdc42 wt GTP | 102 | 100 |
| Mcl-1 Bim block | -3 | -2 |
| Pf gametocyte | -1 | · |
| Rac1 wt modul | 107 | 99 |
| Rab2A wt mod | 97 | 97 |
| Rac1 act GTP bind | 102 | 97 |
| HRas wt GTP bind | 99 | 99 |
| Mcl1 Bid PPI | -18 | -42 |
| Mcl1 Noxa PPI | 18 | -66 |

New compounds follow
item	molecule	Rab7 wt GTP bind	RGS8-Gao reg	Cdc42 wt GTP	Mcl-1 Bim block	Pf gametocyte	Rac1 wt modul	Rab2A wt mod	Rac1 act GTP bind	HRas wt GTP bind	Mcl1 Bid PPI	Mcl1 Noxa PPI
31	CCc1ccc(NC(=O)CSc2nnc(-c3ccccn3)n2C)cc1	94	102	97	0	·	95	94	94	95	-13	9
32	COC(=O)c1ccc(COC(=O)CNC(=O)c2ccc(-c3ccccc3)cc2)cc1	103	106	98	-1	-12	103	96	98	99	-1	1
33	O=C(O)C1CC=CCC1C(=O)NCc1ccccc1 (stereo not given)	106	105	99	4	-11	106	103	99	103	-32	-23
34	CCc1ccc(C2C(C#N)=C(N)SC(N)=C2C#N)cc1	93	100	95	-1	·	95	92	93	94	-110	14
35	COC1CCCN(C(=O)c2ccc(OC3CCN(CCc4ccccc4)CC3)cc2)C1 (stereo not given)	93	101	94	-1	·	97	97	97	94	-19	0
36	COc1ccc(OCCSc2nnc(CC(=O)Nc3cccc(Cl)c3Cl)n2C)cc1	99	97	100	0	-1	103	102	100	100	-27	12
37	COCCNC(C(=O)Nc1cc(Cl)cc(Cl)c1)c1ccccc1 (stereo not given)	107	101	103	1	·	105	105	101	105	-46	1
38	O=C(Nc1ccc2c(c1)OCCO2)c1ccc(Br)s1	94	105	100	-2	6	104	96	101	98	2	20
39	CCCNC(=O)Nc1ccsc1C(=O)OC	95	103	98	-1	-18	99	95	94	97	-36	8
40	OC(CNCc1ccc(F)cc1)(c1ccc(F)cc1)c1ccc(F)cc1	94	102	101	1	-2	92	97	97	98	1	-1
41	O=C(c1cc(-c2cccc(O)c2)on1)N1CCc2ccccc2C1	102	99	103	-1	·	102	102	99	102	-17	0
42	CC1(C)CC(=O)C(C(C2=C(O)CC(C)(C)CC2=O)c2cccnc2)C(=O)C1 (stereo not given)	97	100	104	-2	3	105	100	100	100	-8	21
43	COc1cc(C(C[N+](=O)[O-])c2c(-c3ccccc3)cc3ccccn23)cc(OC)c1OC (stereo not given)	104	93	103	1	17	105	103	101	104	-5	31
44	CCN(CC)C(=O)CSc1nnc(-c2cc(-c3ccc(Cl)cc3)nc3ccccc23)o1	98	102	99	-2	-16	104	95	98	95	2	16
45	O=Cc1ccc(-n2cncn2)cc1	102	102	95	0	17	96	97	94	96	-21	3
46	Cc1cc(C)n(CC(O)Cn2c(C)c(C)c3ccccc32)n1 (stereo not given)	94	99	98	-1	·	97	96	95	96	-16	10

Single records, as listed above. Order of values: Rab7 wt GTP bind	RGS8-Gao reg	Cdc42 wt GTP	Mcl-1 Bim block	Pf gametocyte	Rac1 wt modul	Rab2A wt mod	Rac1 act GTP bind	HRas wt GTP bind	Mcl1 Bid PPI	Mcl1 Noxa PPI
CCN(CC)C(=O)CSc1nnc(-c2cc(-c3ccc(Cl)cc3)nc3ccccc23)o1 reads 98	102	99	-2	-16	104	95	98	95	2	16
O=C(c1cc(-c2cccc(O)c2)on1)N1CCc2ccccc2C1 reads 102	99	103	-1	·	102	102	99	102	-17	0
CC1(C)CC(=O)C(C(C2=C(O)CC(C)(C)CC2=O)c2cccnc2)C(=O)C1 (stereo not given) reads 97	100	104	-2	3	105	100	100	100	-8	21
COc1cc(C(C[N+](=O)[O-])c2c(-c3ccccc3)cc3ccccn23)cc(OC)c1OC (stereo not given) reads 104	93	103	1	17	105	103	101	104	-5	31
O=C(O)C1CC=CCC1C(=O)NCc1ccccc1 (stereo not given) reads 106	105	99	4	-11	106	103	99	103	-32	-23
